Assay outcomes as filed in PubChem.
RT RNaseH block: inhibitors of HIV-1 reverse transcriptase RNase H; inhibition, % at 10 µM; actives 1.9% (n = 65,000); RT-RNase H RNA/DNA duplex cleavage, fluorescence; AID 565; P04585; in the data active = inhibition above about 50%
RmlC RmlD mix: RmlC/RmlD inhibition, mixture screen; RmlC/RmlD coupled enzyme inhibition, 384-well mixture HTS; inhibition, % at 5.5 µM; actives 0.39% (n = 110,000); in the data active = inhibition above about 30%, passing the limit was not always enough; also: strong numbers were not always called active
The depositor's hits bear a star; x = not tested or not shown.

SMILES,RmlC RmlD mix,RT RNaseH block
Cc1cc2occ(CC(=O)O)c2cc1C,14.9,-5.8
CCOc1cc(CNc2ccc3cn[nH]c3c2)ccc1OC,-2.7,x
CCSC1=NC(C)(C)C=C(/C=C/c2ccc(Cl)cc2Cl)N1,-12.4,x
Cc1nc(NC(CC(C)C)C(=O)O)c2nc(C)oc2n1 (centres undefined),-8.9,-5.5
CC(=O)c1c(C)c[nH]c1C,-13.2,-27.4
CC(=O)[C@@H]1[C@@H]2C(=O)N(C3CCCCC3)C(=O)[C@@H]2C2c3ccccc3C=CN21 (some centres undefined),-7.2,x
O=C(O)c1ccc(COc2ccccc2Cl)cc1,9.7,-3.1
CNc1oc(-c2ccco2)nc1C#N,x,-12.1
O=C(CC(=O)N/N=C/c1ccc(Cl)cc1Cl)NCc1ccccc1,0.8,x
COc1ccc2cc(C)c(SCC(=O)Nc3cc(C)on3)nc2c1,3.2,4.0
C(=C\c1cc(/C=C/c2ccccc2)ncn1)/c1ccccc1,-22.5,x
Cc1ccc(C)n1NC(=O)c1ccco1,-8.0,-3.1
O=C(Cc1c[nH]c2ccccc12)N1CCc2ccccc21,-12.5,-16.3
Cc1cccc(OCCC(=O)Nc2ccc(S(=O)(=O)N3CCCC3)cc2)c1,0.1,-3.3
COc1ccccc1N1CCN(CC(O)COc2ccc3c(C)cc(=O)oc3c2)CC1 (centres undefined),-1.8,4.4

The list goes on, overlapping the part above by 5 compounds.
SMILES,RmlC RmlD mix,RT RNaseH block
C(=C\c1cc(/C=C/c2ccccc2)ncn1)/c1ccccc1,-22.5,x
Cc1ccc(C)n1NC(=O)c1ccco1,-8.0,-3.1
O=C(Cc1c[nH]c2ccccc12)N1CCc2ccccc21,-12.5,-16.3
Cc1cccc(OCCC(=O)Nc2ccc(S(=O)(=O)N3CCCC3)cc2)c1,0.1,-3.3
COc1ccccc1N1CCN(CC(O)COc2ccc3c(C)cc(=O)oc3c2)CC1 (centres undefined),-1.8,4.4
CN1C2C=C3C(C#N)=C(N)C(C#N)(C#N)[C@@H](c4ccsc4)[C@@H]3C1CC2 (some centres undefined),15.7,-4.7
OCCNc1nc2ccc(Cl)cc2[nH]1,4.2,-0.6
Cc1ccc2c(C)[nH]c(=O)cc2c1,-7.4,-17.9
Cc1cccc(N2CCN(C(=O)C(Cc3ccccc3)n3cccc3)CC2)c1C (centres undefined),-7.8,x
O=C(CSc1nc2ccccc2o1)NCc1n[nH]c(=O)c2ccccc12,x,-9.2
CCc1ccc(NC2=NC(C(=O)c3ccccc3)CC(=O)N2)cc1 (centres undefined),-1.8,-4.6
CNC(=O)Nc1ccc2snnc2c1,12.1,x
COC(=O)c1cn(NC(=O)c2ccc3c(c2)OCO3)c(=O)c2ccccc12,-6.2,8.6
CCOC(=O)c1ccc(NC(=O)CC2C(=O)N(c3ccccc3)C(=O)N2CCCOC)cc1 (centres undefined),-6.4,x
O=C(C1=C[C@H](c2csc3ccccc23)C[C@H](OCc2ccc(CO)cc2)O1)N1CCCCCCC1,1.5,x
CNC(=O)C1CC(=O)N/C(=N/N=C(\C)c2cccs2)S1 (centres undefined),-3.3,x
CN(C(=O)c1coc(=O)c2ccccc12)c1ccc(F)cc1,x,72.5*
O=C(O)CC(c1ccccc1)n1cccc1 (centres undefined),x,-1.6
O=C(C1CCC1)N1CCN(Cc2ccccc2)CC1,9.0,-0.4
Cc1cc(C)c(Cn2c(=O)n(CCCC(=O)NCc3ccco3)c(=O)c3ccccc32)c(C)c1,-13.2,79.9*

Following part
SMILES,RmlC RmlD mix,RT RNaseH block
COc1ccc(NC(=O)C2CCC(=O)N2S(=O)(=O)c2ccc(C)cc2)c(OC)c1 (centres undefined),-5.8,-5.2
Nc1cc(C(=O)N2CCCC2)cc(C(=O)N2CCCC2)c1,4.0,-5.0
O=C(CSc1nnc2n1CCCN2C(=S)Nc1ccc(Cl)cc1)c1ccccc1,6.9,x
COc1cc2c(C(=O)N3CCN(C4CCCCC4)CC3)cn(CC(C)C)c(=O)c2cc1OC,8.4,-23.5
O=C(CNC(=O)c1ccco1)NCC(=O)OC(C(=O)c1ccccc1)c1ccc(Cl)cc1 (centres undefined),-1.5,x
Cc1cc(C)nc(SCCC(=O)N(C)C)n1,-18.5,6.7
COc1ccc(C(=O)Cn2c(Br)nc3c2c(=O)n(C)c(=O)n3C)cc1OC,-5.7,-16.9
O=C(O)C1C2C=CC(C2)C1C(=O)Nc1cccc(F)c1 (centres undefined),-7.7,-3.7
Nc1nsnc1C(=O)NCCO,-6.1,1.3
O=C(NCc1ccccc1)C(c1ccc(O)cc1)N(C(=O)Cn1nnc(-c2cccs2)n1)c1ccc2c(c1)OCCO2 (centres undefined),-14.7,x
CCOC(=O)/C=C(\C)Sc1cc(=O)oc2ccccc12,-4.0,-52.1
Nc1ccccc1-c1nc2ccccc2[nH]1,3.8,-9.3
Cc1ccc(Cl)cc1N1CCN(C(=O)C2CCN(S(=O)(=O)c3c(C)nn(C)c3C)CC2)CC1,x,5.1
CC(C)C[C@H](NC(=O)c1[nH]cnc1C(=O)N[C@@H](C)C(=O)OC(C)(C)C)C(=O)OCc1ccccc1,-13.4,x
CCNC(=S)NCCN1CCCCC1,5.6,x

(next part)
SMILES,RmlC RmlD mix,RT RNaseH block
O=C(Nc1ccn(-c2ccccc2)n1)c1ccc(S(=O)(=O)N2CCCCCC2)cc1,3.2,11.9
COc1cccc(CN2C(=O)[C@H]3Cc4c([nH]c5ccccc45)C(C)(C)N3C2=O)c1,-11.9,x
COc1ccc(NC(=O)OC(C)C)cc1,33.8,x
Cc1cc(N/C=C/C(=O)c2cccc3ccccc23)no1,-14.5,-12.1
COc1ccc(S(=O)(=O)N2CCN(C(=O)NCc3ccccc3)CC2)cc1,-6.6,5.4
COCC(=O)Nc1cc([N+](=O)[O-])ccc1C,6.2,x
CCCCCCCCCC(=O)N[C@H](CN1CCOCC1)[C@H](O)c1ccccc1,1.6,x
C=CCNC(=O)c1sc(SC)cc1-c1ccc(Cl)cc1,13.7,x
C=C(C)C(=O)OC1(C(F)(F)F)Oc2cc(C)ccc2NC1=O (centres undefined),4.9,x
CCOc1ccc(C(=O)N2CCSC2=S)cc1,-12.2,x
Cn1cc([N+](=O)[O-])c(C(=O)Nc2ccc3c(c2)OCCO3)n1,3.9,x
CCOc1ccc(CNc2ccc3c(c2)ncn3C)cc1,x,5.9
Cc1nn(C)c(C)c1NC(=O)CSc1nc(-c2ccccc2Cl)nc2c1cnn2-c1ccccc1,0.0,x
CCN(CC)CCCOC(=O)C(OC)(c1ccccc1)c1ccccc1,4.8,x
CC(=O)N1CCN(c2ccc(S(=O)(=O)N3CCCCC3)cn2)CC1,5.4,-1.9

Following part
SMILES,RmlC RmlD mix,RT RNaseH block
Cc1ccc(C(=O)n2nnc3ccccc32)cc1,-14.1,x
COc1cc(/C=C/C(=O)NNc2c(F)c(F)cc(F)c2F)ccc1OC(F)F,-13.9,x
CCC(=O)N1CCc2cc(S(=O)(=O)N3CCc4ccccc43)ccc21,x,-6.9
Cc1c(C(=O)N2CCCCC2)sc(NC(=O)c2ccco2)c1C#N,6.6,x
COc1cc(C2CC(C(F)(F)F)n3ncc(C(=O)O)c3N2)cc(OC)c1OC (centres undefined),6.7,3.5
COc1ccccc1CNC(=O)C1CCN(S(=O)(=O)c2c(C)noc2C)CC1,-10.4,-5.6
CCOc1ccc(OC(=O)NC(c2ccccc2)C(Cl)(Cl)Cl)cc1 (centres undefined),-8.8,x
COc1ccc(OC)c(NC(=O)CSc2nnc(CCCO)n2-c2ccccc2)c1,-7.7,-8.7
CCn1c(CNC(=O)c2ccco2)nnc1SCC(=O)Nc1cc(C)c(C)cc1Br,3.7,x
CCCN1C(=S)SC(C)(C)C1/[N+]([O-])=C/c1cccnc1 (centres undefined),-12.6,x
CCC1C(O)=C(c2ccccn2)C(=N)N1c1ccccc1 (centres undefined),-12.1,-8.9
COC(=O)C1=C(c2ccc(S(C)(=O)=O)cc2)C[C@@H]2CC[C@H]1N2C(=O)NCc1cccc2ccccc12,7.3,x
CCc1nnc(SCC(=O)Nc2ccc(C(C)=O)cc2)nc1CC,x,-32.6
Cc1cc(C)c(S(=O)(=O)Nc2nnc(C)s2)c(C)c1,5.0,-2.7
CC(C)(C)NC(=O)Cn1cnc([N+](=O)[O-])n1,14.8,x

(listing goes on)
SMILES,RmlC RmlD mix,RT RNaseH block
Cc1c(C(=O)NC2=NCCS2)oc2ccccc12,7.9,-17.4
Cc1sc(NC(=O)C2CCCCC2C(=O)O)c(C(N)=O)c1-c1ccccc1 (centres undefined),-8.4,x
Cc1cc(C)cc(NC(=O)C2CCCN2C(=O)Oc2ccccc2)c1 (centres undefined),7.6,x
Cc1ccc(Cn2c(Sc3nccc(C)n3)nc3c2c(=O)[nH]c(=O)n3C)cc1,3.5,-12.7
Cc1cccn2c(=O)c3cc(C#N)c(=NC(=O)c4ccncc4)n(Cc4ccco4)c3nc12,x,-2.9
CCC(C)NC(=O)c1c(C)cc(=O)oc1C (centres undefined),13.3,9.5
O=C(CSc1ncccc1-c1nc2ccccc2[nH]1)N1CCN(c2ccccc2F)CC1,2.1,6.0
Cc1[nH]n(-c2ccccc2)c(=O)c1/C=N/Nc1nncc(-c2ccccc2)n1,8.1,x
CC(C)C(NC(=O)c1cccc(S(=O)(=O)N2CCOCC2)c1)C(=O)NCCc1ccccn1 (centres undefined),6.6,-22.4
CCn1nc(C(=O)OCC(=O)N2CCc3ccccc32)c2ccccc2c1=O,8.6,-48.4
C(#CCN1CCOCC1)COCc1ccccc1,x,-6.1
Cc1cccc(-n2c(C)cc(/C=N/n3cnnc3)c2C)c1,-13.0,x
Cc1cc(Cl)ccc1OCC(=O)Nn1c(C)ccc1C,-11.4,1.6
CC(NC(=O)c1ccccc1Br)c1ccc2c(c1)CCCC2 (centres undefined),-37.8,x
Cn1c(=O)c2c(nc(SCC(=O)N3c4ccccc4CCc4ccccc43)n2C)n(C)c1=O,-18.5,-11.4

Additional results:
SMILES,RmlC RmlD mix,RT RNaseH block
CN(C)S(=O)(=O)c1ccc(C(=O)N2CCC(c3nc4ccccc4o3)CC2)cc1,9.5,-11.6
CC1=CN2C(=NC(=O)CC2(C)C(=O)N(CC(=O)NC2CCCC2)c2ccccc2C)C=C1 (centres undefined),26.1,x
COc1ccc(CC(=O)Nc2cccc(-c3nnc(-c4cccc(C)c4)o3)c2)cc1OC,71.4,-25.0
COc1ccccc1OC(C)C(=O)O (centres undefined),-8.1,6.5
O=C(CCC1COc2ccccc2O1)NCc1ccccc1 (centres undefined),8.2,x
Cn1c(SCC(=O)c2ccc3c(c2)Cc2ccccc2-3)nnc1-c1ccccc1,-8.7,x
CCOC(=O)c1cnn(-c2nc(SC)nc3sc4c(c23)CCC4)c1N,12.9,55.1*
CN(c1ncc(C(F)(F)F)cc1Cl)n1cc(C(=O)O)c2ccccc2c1=O,8.6,x
O=C1C=CCC(/C=C/c2ccccc2)O1 (centres undefined),-9.3,x
Cn1ncc2c(Nc3ccccc3Br)ncnc21,-16.3,-14.6
CC(Nc1cccc2ccccc12)C(=O)N/N=C/c1ccccn1 (centres undefined),-9.8,x
N#Cc1c(Oc2ccc3ccccc3c2)sc(C(=O)c2ccccc2)c1N,3.0,x
CN(C)S(=O)(=O)N1CCN(CC(=O)Nc2cc(Cl)ccc2Cl)CC1,-2.4,-3.2
CC(=O)C1=C(O)C(=O)N(CO)C1c1ccccc1F (centres undefined),10.5,0.1
O=C(O)c1[nH]nc2c1COc1ccccc1-2,9.2,-4.0

Later entries
SMILES,RmlC RmlD mix,RT RNaseH block
CCC1(CC)NC(=O)N(CC(=O)Nc2sc3c(c2C(N)=O)CCC3)C1=O,3.3,46.2
O=C1NC(=S)N(c2ccc(Cl)cc2)C(=O)/C1=C/N1CCN(C(=O)c2ccco2)CC1,-4.2,x
CCCCCC(=O)NC(=S)NNC(=O)CC,-20.4,x
CN(CCCN1c2ccccc2CCc2ccccc21)CC(=O)c1ccc(Cl)cc1,-9.6,x
COCCn1c(CN(C)Cc2ccccc2)nc2c1c(=O)n(C)c(=O)n2C,-10.1,25.5
CC(C)(C)C1CCC2(CC1)CC(=O)c1ccccc1O2 (centres undefined),-3.0,x
O=C(NCCCn1ccnc1)c1ccncc1,-7.7,-0.1
Cc1cc(C)nc(NC(=O)Nc2ccccc2C(F)(F)F)n1,-7.7,-62.8
CCOC(=O)c1cc2sccc2n1CC(=O)OC(C)C,36.2,-8.9
CC(=O)Nc1ccc(S(=O)(=O)c2c(N)n(CCN3CCOCC3)c3nc4ccccc4nc23)cc1,34.9,5.3
O=C(NC(=S)Nc1ccccc1N1CCCCC1)c1ccc(-c2cccc([N+](=O)[O-])c2)o1,2.8,x
O=C(CSCC(=O)NC1CC1)Nc1ccc2ccccc2c1,10.3,x
COc1ccc(S(=O)(=O)c2c(N)n(Cc3ccco3)c3nc4ccccc4nc23)cc1,x,47.2
CCCn1c(C(O)c2ccc(OC)cc2)nc2ccccc21 (centres undefined),24.8,x
CCOC(=O)c1ccccc1OCc1cc(/C=N/n2cnnc2)ccc1OC,11.9,x
Cc1sc2nc(CN(Cc3ccccc3)C(=O)NC3CCCCC3)[nH]c(=O)c2c1C,5.9,x
CN(Cc1ccccc1)c1nc(N)c([N+](=O)[O-])c(Nc2cccc(F)c2)n1,12.2,x
Cc1cccc(NC(=O)COC(=O)CNC(=O)C2CCCCC2)c1,-16.5,x

These rows are one share of the data; the hit share may differ from the screen's.
